RAD54 branch – blocks human RAD54 Holliday junction branch migration; Q92698; FAM/BHQ fluorescence; inhibition, % at 10.4 µM; actives 0.14% (n = 360,000);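 active = mean normalized replicate activity at least 40 and at least half of replicates scoring 40 or more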;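 also: 0% = median of neutral control wells and 100% = median of positive control wells; inhibitors cause a drop in the FAM fluorescence signal; in these data hits start at about 50%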
RAD52 anneal inh – RAD52 (human) annealing inhibition. inhibition, % at 18.7 µM. recombinant RAD52 DNA annealing, FRET fluorescence. P43351. actives 0.46% (n = 360,000);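 active = every replicate showing at least 50% inhibition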
ERAP1 inh – ERAP1 (human) enzyme inhibition; Q9NZ08; recombinant ERAP1, Leu-AMC fluorescence, 60 min; inhibition, % at 10.7 µM; actives 0.15% (n = 340,000); AID 652197;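 active = mean replicate inhibition of at least 30%, or all replicates individually reaching that 30% level; inactive = mean below 30% and not every replicate reaching it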;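 also: 0% = neutral control wells and 100% = L-leucinethiol positive control wells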
S100A4 inh HTS – S100A4-myosin IIA interaction inhibition | P26447 | S100A4/TAMRA-MyoIIA peptide fluorescence polarization | inhibition, % at 10.7 µM | actives 0.14% (n = 360,000);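 active = mean inhibition of at least 70% across replicates, with every replicate also reaching that level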
Target sequence (P26447 whole entry, looked up): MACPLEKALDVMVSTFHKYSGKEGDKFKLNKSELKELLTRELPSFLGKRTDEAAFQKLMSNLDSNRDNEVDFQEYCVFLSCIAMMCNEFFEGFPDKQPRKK
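Test system: S100A4 monomer protein. Medium: HEPES buffer with Ca2+, pH 7.2. Reagent: fluorescent myosin IIA peptide, 5 nM. Compound dosing: single-point compound testing. Timing: 5 min between mix addition and reading. Benchmarks: DMSO neutral and TFP positive wells.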
E-selectin induc – E-selectin induction on HUVECs; P16581; HUVEC E-selectin immunofluorescence imaging; normalized: neutral wells 0, TNF-alpha wells 100; activation, % at 7.58 µM; actives 0.37% (n = 260,000);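 active = mean E-selectin-positive cell signal at least 10% of the positive control, reached in at least 60% of replicates, without over 20% cell loss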;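 also: in these data hits start at about 27%; measured in HUVEC primary endothelial cells; signal is the percent of cells scored E-selectin positive by PE staining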
Target sequence (P16581 whole entry, looked up): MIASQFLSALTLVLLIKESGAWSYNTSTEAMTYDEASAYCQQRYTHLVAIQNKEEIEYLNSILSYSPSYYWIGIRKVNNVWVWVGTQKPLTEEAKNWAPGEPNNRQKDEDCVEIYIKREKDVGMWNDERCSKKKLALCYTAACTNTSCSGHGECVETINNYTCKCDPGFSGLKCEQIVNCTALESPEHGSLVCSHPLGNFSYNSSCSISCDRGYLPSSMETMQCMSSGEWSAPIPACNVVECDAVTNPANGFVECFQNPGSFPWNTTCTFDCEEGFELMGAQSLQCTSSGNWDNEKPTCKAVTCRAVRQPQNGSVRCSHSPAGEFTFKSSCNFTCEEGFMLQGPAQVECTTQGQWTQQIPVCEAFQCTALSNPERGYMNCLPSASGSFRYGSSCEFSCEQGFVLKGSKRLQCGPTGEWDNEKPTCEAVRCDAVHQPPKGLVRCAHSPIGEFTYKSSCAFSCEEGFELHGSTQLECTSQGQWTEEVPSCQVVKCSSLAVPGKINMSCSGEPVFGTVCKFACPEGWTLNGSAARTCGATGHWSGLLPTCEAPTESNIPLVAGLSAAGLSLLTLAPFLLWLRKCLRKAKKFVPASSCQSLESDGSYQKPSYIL
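Test system – human umbilical vein endothelial cells (HUVEC), E-selectin induction · Input – 3,000 HUVEC seeded per well · Buffer or medium – EGM-2, gelatin · Compound dosing – single-point compound dose · Detection – immunofluorescence imaging · Measure – percent E-selectin-positive cells · Controls – TNF-alpha high, DMSO low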
XiGFP reactiv – X-chromosome reactivation activator; AID 743238; activation, % at 7.58 µM; XiGFP mouse fibroblasts, % GFP-positive cells imaging, 3 d; cells co-treated with 5-aza-dC sensitizer; scaled so ellipticine positive control = 100%; actives 0.055% (n = 360,000);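 active = mean normalized replicate activation at least 10% and every replicate at or above 10%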;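 also: 0% = median of on-plate neutral control wells and 100% = ellipticine 6 µM median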
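Material: XiGFP fibroblasts, SV40-immortalized. Buffer or medium: DMEM plus 5-aza-dC sensitizer. Compound: single concentration per compound, delivered by pin transfer. Times: 3 days compound exposure. Controls: ellipticine 6 µM.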
ERp5 inh – blocks human ERp5 reductase activity on insulin | Q15084 | ERp5 insulin aggregation, absorbance 650 nm, 90 min | inhibition, % at 9.99 µM | actives 0.05% (n = 350,000) | AID 651711;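 active = mean replicate inhibition above about 25%, with every replicate also reaching it, limit read from the data, passing the limit was not always enough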
esBAF inh – inhibitors of esBAF chromatin remodeling in mouse ES cells; AID 602393; Bmi1-luciferase knock-in reporter, 24 h; 100% = twice the neutral-well signal; reporter increase, % at 12.5 µM; actives 2% (n = 350,000); in the data active = activation above about 40%;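 also: 0% = median of the plate's neutral control wells and 100% = double that signal; a rise in the Bmi1 reporter signal indicates esBAF inhibition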
* hit, by the source's call; i = inactive; / = not tested or not shown.

nr	Compound	E-selectin induc	esBAF inh	RAD52 anneal inh	ERAP1 inh	S100A4 inh HTS	ERp5 inh	RAD54 branch	XiGFP reactiv
1	Cc1ccc(S(=O)(=O)NCC(=O)OCC(=O)N2C(C)CCCC2C)cc1 (configuration not stated)	0.0	/	6	-1	1	-2	-8	0.0
2	COc1ccccc1C#Cc1ccc2c(c1)[C@@H]1[C@@H](CCN1C(=O)c1cccc(F)c1)[C@H](CO)N2	0.0	/	5	0	7	-1	/	0.3
3	C[C@@H]1CN([C@@H](C)CO)C(=O)c2cc(NS(=O)(=O)c3ccc(Cl)cc3)ccc2O[C@@H](C)CCCCO[C@@H]1CN(C)Cc1ccncc1	0.9	8	12	-1	6	-3	-6	0.0
4	Cc1cc(C(=O)OCC(=O)c2ccccc2)c2ccccc2n1	/	-3	-12	-1	-3	-4	-13	0.1
5	CCCCn1c(N)c(N(CC(C)C)C(=O)c2cc(-c3ccco3)nc3ccccc23)c(=O)[nH]c1=O	/	6	-33	1	-2	8	/	0.0
6	COc1ccc(S(=O)(=O)N(C)C[C@@H]2Oc3ccc(NS(=O)(=O)c4ccccc4)cc3C(=O)N([C@H](C)CO)C[C@H]2C)cc1	-0.2	-1	/	/	/	/	3	0.1
7	COc1ccc2cc(CN(CC3CCCO3)C(=O)Nc3ccccc3OC)c(=O)[nH]c2c1 (configuration not stated)	1.4	/	-5	0	-4	1	/	0.6
8	O=C(O)C[C@@H]1C=C[C@@H](NC(=O)Nc2ccccc2)[C@H](CO)O1	0.0	2	-6	3	0	3	-1	0.2
9	CC(=O)c1cccc(NS(=O)(=O)c2ccc(NC(=O)N3CCCCC3)cc2)c1	-0.6	-3	-20	3	6	2	11	0.4
10	C[C@@H]1CCCCO[C@H](CN(C)C(=O)NC2CCCCC2)[C@@H](C)CN([C@H](C)CO)C(=O)c2cc(NC(=O)CCC(F)(F)F)ccc2O1	0.2	-2	-8	0	-12	1	-2	-0.1
11	CC(C)(C)c1ccc(C(CC(=O)O)NC(=O)Cc2ccccc2)cc1 (configuration not stated)	-0.2	1	-2	0	-23	2	4	-0.1
12	O=C(NC[C@H]1[C@H](c2ccccc2)[C@@H](CO)N1Cc1ccccn1)C1CCCC1	-0.1	-4	-19	4	6	-10	6	0.4
13	Cc1noc(C)c1NC(=O)N1C[C@@H](O)COC[C@@H]2O[C@H](CC(=O)NCC3CCCCC3)CC[C@H]21	0.0	0	-10	2	-10	-3	-3	0.1
14	COc1ccc(CNS(=O)(=O)c2ccc3c(c2)C(C)(C)C(=O)N3C)cc1	127*	-6	1	3	2	1	6	0.2
15	O=CNc1ccc(OC(=O)c2cncc(Br)c2)cc1	0.0	-5	1	1	-1	-1	9	0.1
16	C[C@H](CO)N1C[C@H](C)[C@@H](CN(C)C(=O)c2ccccn2)Oc2ncc(-c3ccccc3F)cc2C1=O	0.2	-6	9	0	25	2	8	-1.2
17	Cc1noc(C)c1NC(=O)N[C@H]1CC[C@@H](CC(=O)N2CCN(C)CC2)O[C@H]1CO	-0.2	-1	-6	-2	-7	-1	0	0.2
18	C[C@H]1CN([C@@H](C)CO)C(=O)Cc2cc(NS(=O)(=O)c3ccccc3)ccc2O[C@H]1CN(C)S(=O)(=O)c1cn(C)cn1	3.1	2	-12	-1	17	1	-5	0.0
19	O=C1/C(=C/c2ccccn2)SC(=S)N1c1ccc(O)cc1	/	/	-12	4	0	3	/	0.0
20	Cc1nc(CN(C)Cc2nc(Cc3cccc(F)c3)no2)cs1	2.2	4	-9	5	-7	5	-3	-0.1
21	CCCCc1c(-c2ccc(Cl)cc2)ncn1CCc1ccccc1OC	0.1	/	-21	2	0	-4	/	0.5
22	Cc1cc(N2CCOCC2)ccc1/C=C\[N+](=O)[O-]	/	/	-12	1	-2	3	/	1.1
23	C[C@@H]1CN([C@@H](C)CO)C(=O)c2cc(NS(=O)(=O)c3ccc(Cl)cc3)ccc2O[C@@H](C)CCCCO[C@@H]1CN(C)C	0.1	-1	-12	-4	0	6	13	0.0
24	CCOC(=O)N1CCN(C(=O)C(C)N(c2ccccc2)S(C)(=O)=O)CC1 (configuration not stated)	2.2	/	-2	5	47	-4	/	0.1
25	Cc1ccc(S(=O)(=O)N(C)C)cc1NC(=S)N1CCN(Cc2ccc3c(c2)OCO3)CC1	/	/	-12	-2	4	2	/	-0.2
26	O=C(CCc1nc(-c2ccccc2)no1)NC1CCCCCC1	0.0	5	-14	3	-8	0	-4	0.2
27	O=C(CCNC(=O)Cn1ccc2ccccc2c1=O)NCCCN1CCOCC1	-0.3	-6	-7	/	3	-7	/	-0.4
28	CC(C)c1ccc(NC(=O)[C@@H](NC(=O)N2CC(=O)Nc3ccccc32)C(C)C)cc1	/	22	-4	2	-7	1	-3	0.2
29	O=C(C[C@@H]1CC[C@@H]2[C@H](COC[C@@H](O)CN2C(=O)c2ccc3c(c2)OCO3)O1)NC1CCCC1	0.1	-40	-50	0	-29	-4	-1	0.1
30	C/C(=N\NC(=O)c1ccc(Cl)cc1)c1ccc(N2CCOCC2)cc1	-1.2	/	-13	-1	-2	-6	/	0.1
31	O=C(COC(=O)C1C2CC3OC(=O)C1C3C2)Nc1cccc(Cl)c1 (configuration not stated)	0.1	-1	-11	2	-5	-5	-18	0.0
32	Cc1ccc2c(c1)c(/C=C/c1cc[n+](C)cc1)c(C)n2C	0.7	-10	i	11	-42	9	i	106*
33	Cc1ccc(S(=O)(=O)Nc2cccc3c2O[C@@H](CN(C)C(=O)Nc2c(C)noc2C)[C@H](C)CN([C@@H](C)CO)C3=O)cc1	0.1	-9	11	-8	-7	-5	5	-0.3
34	CCOC(=O)N1CCN(C(=S)Nc2cc(OC)c(OC)cc2C(=O)OC)CC1	/	-3	19	-5	-4	0	7	/
35	CCOC(=O)Cc1csc(NC(=O)CN2CCN(c3ccccc3)CC2)n1	/	2	-18	2	1	-1	1	0.0
36	Cc1cc(CN(C)C(=O)c2ccc(OC3CCN(CCc4ccccc4)CC3)cc2)on1	0.1	0	-13	-1	1	2	-1	0.0
37	CCOC(=O)CN1C(=O)CSc2ccccc21	/	-8	-3	2	-3	4	-3	/
38	CCn1cnc2cc(NC(=O)c3cccs3)ccc21	/	23	3	-3	3	-1	-16	0.7
39	C[C@H]1CN([C@@H](C)CO)C(=O)c2cccc(NC(=O)CCCCCC(=O)Nc3ccccc3N)c2O[C@H]1CN(C)C(=O)NC1CCCCC1	0.0	/	-3	0	-4	-1	/	-1.4
40	COc1cccc(-c2ccc3c(c2)O[C@H](CN(C)C(=O)C2CCCCC2)[C@@H](C)CN([C@H](C)CO)S3(=O)=O)c1	0.7	-2	18	1	-12	2	6	-0.2

Record cards, as listed above. Values in the order: E-selectin induc	esBAF inh	RAD52 anneal inh	ERAP1 inh	S100A4 inh HTS	ERp5 inh	RAD54 branch	XiGFP reactiv
C/C(=N\NC(=O)c1ccc(Cl)cc1)c1ccc(N2CCOCC2)cc1 is listed as -1.2	/	-13	-1	-2	-6	/	0.1
Cc1ccc2c(c1)c(/C=C/c1cc[n+](C)cc1)c(C)n2C is listed as 0.7	-10	i	11	-42	9	i	106*

Following part.
nr	Compound	E-selectin induc	esBAF inh	RAD52 anneal inh	ERAP1 inh	S100A4 inh HTS	ERp5 inh	RAD54 branch	XiGFP reactiv
41	CC(=O)N1[C@H](CN(C(=O)c2cccc(F)c2)C(C)C)[C@H](c2ccccc2)[C@@H]1CO	0.1	3	2	2	2	0	-1	0.8
42	O=C1C(Cc2c[nH]c3ccccc23)NC(=S)N1Cc1ccccc1 (configuration not stated)	/	-1	-17	12	5	3	2	0.1
43	Cc1cc(OC(C)C(=O)NC(Cc2c[nH]c3ccc(O)cc23)C(=O)O)c2c(C)cc(=O)oc2c1 (configuration not stated)	/	-6	4	2	-14	11	-12	/
44	COc1ccc(CCNC(=O)COc2cccc(-n3cnnn3)c2)cc1	-0.2	3	-10	0	0	1	-1	-0.1
45	CO[C@H]1CN(C)C(=O)c2ccc(NS(C)(=O)=O)cc2OC[C@H](C)N(Cc2ccccn2)C[C@@H]1C	1.9	/	11	-4	-8	-3	/	0.0
46	Nc1ncnc2c1ncn2[C@@H]1O[C@H](CNC(=O)[C@@H]2CCCN2S(=O)(=O)c2ccc(F)cc2)[C@@H](O)[C@H]1O	1.4	-4	-2	11	9	-6	1	0.7
47	CCOc1ccc(CN(C)C(C)C(=O)Nc2ccc([N+](=O)[O-])cc2Cl)cc1OC (configuration not stated)	-2.4	/	0	-2	-5	-2	/	-0.4
48	COc1ccc(OC)c(/C=C/c2[nH]c(=O)[nH]c(=O)c2[N+](=O)[O-])c1	/	2	-22	2	5	1	9	0.0
49	O=C(C[C@@H]1C[C@H]2c3cc(NC(=O)C4CCOCC4)ccc3O[C@H]2[C@H](CO)O1)NCc1ccccc1	-0.5	0	11	-1	5	-6	2	0.3
50	CCOC(=O)/C(=N/Nc1ccc(Br)cc1)N1CC(C)OC(C)C1 (configuration not stated)	0.2	/	-3	2	0	2	/	2.0
51	O=C(c1cccs1)N1CCN(c2ccc([N+](=O)[O-])cc2F)CC1	-0.1	11	-15	-3	-6	0	-2	0.3
52	Cc1ccccc1CSc1nc2ccccc2c(=O)n1C	2.0	4	5	-2	9	-1	17	0.2
53	C[C@H]1CCCCO[C@H](CN(C)CC2CC2)[C@@H](C)CN([C@@H](C)CO)C(=O)c2cc(NC(=O)c3ccncc3)ccc2O1	-0.2	-5	2	2	50	6	0	0.4
54	CN(C)c1ccc(C(=O)OCC(=O)c2ccc[nH]2)cc1	0.1	72*	-11	-4	2	-5	-9	0.1
55	COc1ccc(C#Cc2ccc([C@@H]3[C@H](CO)N4CCCCN(C)C[C@@H]34)cc2)cc1	0.7	10	63*	0	-3	1	9	0.0
56	Cc1ccc(NC(=S)NNC(=O)Nc2ccccc2)cc1	-0.2	/	-5	-1	0	7	/	0.0
57	CCN(CC)C(=O)Cn1cc(C(=O)C(=O)NCCCN2CCCCC2)c2ccccc21	0.3	/	-18	-3	-2	0	9	0.3
58	O=C(COc1ccc(S(=O)(=O)N2CCCCC2)cc1Cl)N1CCCC1	/	2	-16	0	2	-2	-9	0.0
59	Cc1ccc(NC(=O)Cn2cccc2C2=NC(c3ccccc3)CO2)cc1C (configuration not stated)	/	/	14	0	27	-1	-11	0.1

Screening data from PubChem BioAssay.
